Screening results deposited in PubChem BioAssay by Broad Institute.
ERAP1 inh – human ERAP1 aminopeptidase inhibitors, primary screen, biochemical, single point, plate reader; recombinant ERAP1, Leu-AMC fluorescence, 60 min; inhibition, % at 10.7 µM; 340,000 tested, 0.15% active;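 active = mean replicate inhibition of at least 30%, or all replicates individually reaching that 30% level; inactive = mean below 30% and not every replicate reaching it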;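 note: 0% = neutral control wells and 100% = L-leucinethiol positive control wells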
Target sequence (Q9NZ08 whole entry, looked up): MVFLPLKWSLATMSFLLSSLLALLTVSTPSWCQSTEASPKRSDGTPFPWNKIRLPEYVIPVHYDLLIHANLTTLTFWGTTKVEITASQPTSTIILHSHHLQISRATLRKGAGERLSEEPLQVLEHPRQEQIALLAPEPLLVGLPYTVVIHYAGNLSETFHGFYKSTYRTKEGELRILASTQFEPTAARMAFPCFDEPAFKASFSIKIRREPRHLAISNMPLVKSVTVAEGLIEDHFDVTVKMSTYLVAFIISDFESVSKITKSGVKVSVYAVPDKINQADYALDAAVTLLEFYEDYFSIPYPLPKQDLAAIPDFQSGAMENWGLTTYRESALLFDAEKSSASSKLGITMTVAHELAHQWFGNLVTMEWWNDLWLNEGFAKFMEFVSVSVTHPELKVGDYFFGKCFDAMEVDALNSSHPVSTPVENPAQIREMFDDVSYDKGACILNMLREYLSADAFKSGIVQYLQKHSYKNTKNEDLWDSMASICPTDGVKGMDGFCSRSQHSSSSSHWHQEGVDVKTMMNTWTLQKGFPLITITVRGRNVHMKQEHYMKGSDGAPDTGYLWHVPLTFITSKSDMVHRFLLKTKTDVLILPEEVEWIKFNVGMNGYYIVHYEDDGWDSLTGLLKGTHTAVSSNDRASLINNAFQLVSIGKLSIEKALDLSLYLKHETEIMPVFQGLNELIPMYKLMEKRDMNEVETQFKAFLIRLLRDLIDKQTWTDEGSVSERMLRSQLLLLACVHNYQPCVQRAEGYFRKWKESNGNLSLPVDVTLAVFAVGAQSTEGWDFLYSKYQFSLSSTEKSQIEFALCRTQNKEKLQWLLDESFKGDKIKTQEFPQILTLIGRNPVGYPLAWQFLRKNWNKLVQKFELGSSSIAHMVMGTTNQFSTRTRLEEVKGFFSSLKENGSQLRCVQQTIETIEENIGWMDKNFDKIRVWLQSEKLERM
INS-1E GSIS act – GLuc luminescence reporter in INS-1E cells, primary screen for activators of glucose-dependent secretion of insulin; activation, % at 16.6 µM; AID 743287, 2014; 370,000 tested, 0.61% active; INS-1E GLuc reporter insulin secretion, 2-3 h;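 active = lowest replicate activation of at least 40%, so every replicate reaches that level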;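 note: 0% = median of neutral control wells and 100% = median of IBMX positive control wells; some compounds called inactive have numbers as strong as hits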
RAD52 anneal inh – RAD52 DNA annealing inhibitors, primary screen, biochemical, FRET, single point, set 2; DNA repair protein RAD52 homolog (Homo sapiens), P43351; recombinant RAD52 DNA annealing, FRET fluorescence; inhibition, % at 18.7 µM; 360,000 tested, 0.46% active;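 active = every replicate showing at least 50% inhibition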
esBAF inh – Bmi1 luciferase reporter increase in mESCs, primary screen, esBAF inhibitor project, mouse ES cells, Bmi1 luciferase knock-in, single point; 24 h; 100% = twice the neutral-well signal; reporter increase, % at 12.5 µM; 350,000 tested, 2% active; AID 602393, 2012; in the data active = activation above about 40%;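 note: 0% = median of the plate's neutral control wells and 100% = double that signal; a rise in the Bmi1 reporter signal indicates esBAF inhibition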
Xi reactivation – activators of inactive X chromosome reactivation, primary screen, imaging, XiGFP fibroblasts, GFP high-content imaging, set 2 | XiGFP mouse fibroblasts, % GFP-positive cells imaging, 3 d; cells co-treated with 5-aza-dC sensitizer; scaled so ellipticine positive control = 100% | activation, % at 7.58 µM | 360,000 tested, 0.055% active | AID 743238, 2013;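 active = mean normalized replicate activation at least 10% and every replicate at or above 10%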;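 note: 0% = median of on-plate neutral control wells and 100% = ellipticine 6 µM median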
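material = 68-5-11 XiGFP fibroblast line | medium = DMEM plus 5-aza-dC sensitizer | schedule = 3 days compound exposure | benchmarks = positive control ellipticine, 6 µM final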
RAD54 branch – inhibitors of human RAD54 branch migration, primary screen, biochemical, fluorescence, single point. DNA repair and recombination protein RAD54-like (Homo sapiens), Q92698. RAD54 Holliday junction branch migration, FAM/BHQ fluorescence. inhibition, % at 10.4 µM. 360,000 tested, 0.14% active;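 active = mean normalized replicate activity at least 40 and at least half of replicates scoring 40 or more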;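 note: 0% = median of neutral control wells and 100% = median of positive control wells; inhibitors cause a drop in the FAM fluorescence signal; in these data hits start at about 50%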
F508del corr – F508del CFTR correction, initial screen, CFBE line, single point | CFBE cells, YFP halide quenching; stimulated with forskolin plus potentiator P3; % fluorescence drop versus neutral controls | activity (quench increase), % at 7.58 µM | 350,000 tested, 0.36% active;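 active = mean added fluorescence quench of at least 8% versus neutral control, with both replicates also reaching 8%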;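 note: cells transiently co-express mutant CFTR-F508del with the halide-sensitive YFP; corrector assay measuring rescue of mutant channel to the surface after 24 h compound exposure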
ARNT-TACC3 inh – disruptors of ARNT/TACC3 protein interaction, primary screen, biochemical, AlphaScreen, single concentration; AID 623870, 2012; Transforming acidic coiled-coil-containing protein 3 (Homo sapiens), Q9Y6A5; 390,000 tested, 0.66% active; inhibition, % at 9.99 µM; AlphaScreen His-ARNT PAS-B/GST-TACC3 binding, luminescence; TACC3 fragment carries E629A point mutation;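 active = mean inhibition of replicates at least 50% and at least half of replicates each reaching 50%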;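 note: 0% = complete ARNT plus TACC3 wells and 100% = ARNT alone without TACC3; many hits fall short of the cut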
* = called active by the depositor; . = not tested or not shown.

1. CN1/C(=C/C=C/c2n(C)c3cc([N+](=O)[O-])c([N+](=O)[O-])cc3[n+]2C)C(C)(C)c2ccccc21
2. Cc1ccccc1C(=O)NC1CCN(CC(=O)Nc2ccc3c(c2)OCCO3)CC1
3. C[C@H](CO)N1C[C@H](C)[C@H](CN(C)Cc2ccc(Cl)c(Cl)c2)Oc2c(NC(=O)Nc3ccc(C(F)(F)F)cc3)cccc2C1=O
4. C[C@@H]1CN([C@H](C)CO)C(=O)c2cc(NC(=O)Cn3cnnn3)ccc2O[C@H]1CN(C)S(=O)(=O)c1ccccc1
5. OCCC1CN(Cc2cccn2-c2cccnc2)CCN1C1CCCCC1 (stereo not given)
6. Cc1ccc(S(=O)(=O)Nc2ccc(C(=O)NCCCN3CCOCC3)cc2)cc1[N+](=O)[O-]
7. CCc1nc2c(OCCc3cccc(OC)c3)cccn2c1N(C)C(=O)c1ccc(C)cc1
8. COc1cc(-c2cccs2)cc(=O)c2c(C)oc(C)c12

Assay by compound	1	2	3	4	5	6	7	8
ERAP1 inh	12	0	-1	-2	-4	2	13	11
INS-1E GSIS act	-65	-1	.	2	19	-4	-5	-8
RAD52 anneal inh	61*	-7	5	-1	-15	-6	-38	-247
esBAF inh	-58	.	-3	-3	0	-3	6	0
Xi reactivation	0.2	0.0	.	0.0	0.1	-0.1	-0.1	.
RAD54 branch	32	.	2	.	-8	.	-10	1
F508del corr	1.2	-2.7	1.8	0.8	1.2	-1.5	0.0	-4.2
ARNT-TACC3 inh	.	1	8	.	-5	0	.	10

9. COc1ccc(-n2cnnc2SCC(=O)NC2CC2)cc1
10. NS(=O)(=O)c1ccccc1
11. Cc1ccccc1C(=O)Nc1nnc(SCC(=O)NCc2ccco2)s1
12. CN(C)C(=S)Nc1ccc(S(=O)(=O)N2CCCCC2)cc1
13. CCCC[C@@H]1CNC(=S)N1CC1CCCCC1
14. Cc1cccc(N2CCN(C(=O)c3ccc4nccnc4c3)CC2C)c1 (stereo not given)
15. C[C@@H]1CN([C@H](C)CO)C(=O)c2cc(NC(=O)NC3CCCCC3)ccc2O[C@@H]1CN(C)C(=O)Nc1cccc2ccccc12
16. COc1ccc(N2C(=O)c3n[nH]c(C)c3C2c2cccc(C(F)(F)F)c2)cc1 (stereo not given)

Assay by compound	9	10	11	12	13	14	15	16
ERAP1 inh	0	-1	5	.	-2	1	0	-1
INS-1E GSIS act	-2	17	8	-2	18	.	-10	-20
RAD52 anneal inh	-50	-4	-10	-6	-4	-15	-1	-8
esBAF inh	-7	.	.	0	-2	.	-1	.
Xi reactivation	-0.2	-0.2	0.0	0.0	-0.1	0.3	0.2	0.0
RAD54 branch	-1	.	6	8	1	8	11	.
F508del corr	1.0	2.6	0.3	1.1	2.5	-1.1	0.7	0.3
ARNT-TACC3 inh	.	1	-2	-4	9	1	-5	.

17. O=[N+]([O-])c1ccc(OCCN2CCNCC2)cc1
18. Cn1nnnc1NC(=O)c1ccccc1Cl
19. O=S(=O)(NCC[C@@H]1CC[C@H](NS(=O)(=O)c2cccc(F)c2)[C@H](CO)O1)c1cccc(F)c1
20. O=C(C1CC2C=CC1C2)N1CCN(c2ccccc2)CC1 (stereo not given)
21. C=CCOC1=CS(=O)(=O)N(Cc2ccc(Br)cc2)c2ccc(Br)cc21
22. NS(=O)(=O)c1cc(Cl)c(NC(=O)COC(=O)c2ccccn2)c(Cl)c1
23. CC(C)C(NC(=O)c1ccccc1)C(=O)NCC(c1ccccc1)N(C)C (stereo not given)
24. COc1ccc(S(=O)(=O)N(C)C[C@@H]2Oc3ccc(NC(=O)Cc4ccccc4)cc3CC(=O)N([C@@H](C)CO)C[C@H]2C)cc1

Assay by compound	17	18	19	20	21	22	23	24
ERAP1 inh	1	-3	3	0	-2	1	-6	1
INS-1E GSIS act	-2	4	-5	5	.	8	4	-3
RAD52 anneal inh	-8	-14	-3	-1	-21	-31	-17	-17
esBAF inh	.	3	.	-5	-4	4	.	6
Xi reactivation	0.0	0.0	0.8	-0.1	-0.1	0.0	0.0	-0.1
RAD54 branch	.	-3	.	-6	-4	-11	.	4
F508del corr	2.3	0.4	-0.2	-0.7	7.8	4.7	0.5	1.6
ARNT-TACC3 inh	.	15	.	-6	-4	3	.	12

25. CCCN(C(=O)CSc1ccccc1C(=O)O)C1CCS(=O)(=O)C1 (stereo not given)
26. CCC(=O)Nc1ccc2c(c1)OC[C@@H](C)N(C(=O)Cc1ccccn1)C[C@H](C)[C@@H](OC)CN(C)C2=O
27. CCCC(=O)Nc1sc2c(c1C(=O)Nc1ccccn1)CCCC2
28. CSc1ccc(S(=O)(=O)NCCOc2ccccc2C)cc1
29. CCN(C[C@H]1[C@H](c2ccccc2)[C@H](CO)N1CC1CC1)C(=O)c1ccccn1
30. C[C@H]1CN([C@@H](C)CO)C(=O)c2cccc(NC(=O)Nc3ccc4c(c3)OCO4)c2O[C@@H]1CN(C)S(=O)(=O)c1ccc(Cl)cc1
31. Cc1ccccc1NC(=O)c1nc(S(C)(=O)=O)ncc1Cl
32. COCC#Cc1ccc([C@@H]2[C@H]3CN(Cc4cncnc4)CCCCN3[C@H]2CO)cc1

Assay by compound	25	26	27	28	29	30	31	32
ERAP1 inh	-2	3	0	6	-5	3	-1	-1
INS-1E GSIS act	1	-2	-10	6	2	-10	-6	4
RAD52 anneal inh	0	-9	-5	-9	-9	11	-21	-21
esBAF inh	-11	1	-10	.	1	7	-6	.
Xi reactivation	0.0	1.2	-0.1	.	0.2	0.3	-0.1	0.1
RAD54 branch	-12	8	0	.	5	-2	-5	13
F508del corr	-1.3	-4.0	1.5	-0.5	1.0	-0.4	-5.0	0.2
ARNT-TACC3 inh	-6	2	3	4	3	4	-3	-2

33. COc1ccc(NC(=O)c2cc(=O)[nH]c3ccccc23)cc1S(=O)(=O)N1CCOCC1
34. CCN(CC)C(=S)SCc1csc(CC(=O)Nc2ccccc2C)n1
35. CCCN1C[C@H](C)[C@@H](OC)CN(C)C(=O)c2ccc(NC(=O)c3ccc(F)cc3)cc2OC[C@H]1C
36. Cc1ccccc1-n1nc(-c2cccnc2)cc1C(=O)NN
37. CCOc1ccccc1C(=O)Nc1ccc2nc3n(c(=O)c2c1)CCCCC3
38. Cc1noc(C)c1NC(=O)N(C)C[C@H]1Oc2ccc(NC(=O)C3CCCCC3)cc2C(=O)N([C@@H](C)CO)C[C@H]1C
39. CC(Sc1nnc(CC(=O)Nc2ccccc2F)n1C)C(=O)Nc1nccs1 (stereo not given)
40. Cc1cc(NC(=O)CC(C)C)c(=O)n(Cc2c(F)cccc2Cl)c1

Assay by compound	33	34	35	36	37	38	39	40
ERAP1 inh	5	3	.	0	-4	-1	0	-2
INS-1E GSIS act	.	-4	1	.	19	2	18	9
RAD52 anneal inh	10	-47	.	-19	4	-3	3	-9
esBAF inh	5	-5	-1	-4	31	-5	-6	0
Xi reactivation	0.2	0.0	-0.4	0.0	0.0	0.1	2.3	0.0
RAD54 branch	9	8	-4	4	-4	-7	12	-6
F508del corr	1.8	0.7	3.1	-1.4	3.1	-0.6	1.0	-1.8
ARNT-TACC3 inh	.	11	4	-4	-6	-15	8	8

41. C[C@H](O)C#Cc1ccc2c(c1)O[C@H](CN(C)C(=O)c1ccccc1)[C@@H](C)CN([C@@H](C)CO)S2(=O)=O
42. Cc1ccc(S(=O)(=O)Nc2nnc(CC(C)(C)C)s2)cc1
43. COc1cccc(NC(=O)N(C)C[C@@H]2Oc3cc(C#Cc4ccccc4)ccc3S(=O)(=O)N([C@@H](C)CO)C[C@H]2C)c1
44. CO[C@@H]1CN(C)C(=O)c2ccc(NC(=O)Nc3ccc(Cl)cc3)cc2OC[C@H](C)N(C(=O)Nc2c(C)noc2C)C[C@@H]1C
45. CC(=O)c1sc(NC(=O)CCCOc2ccccc2C)nc1C
46. COc1ccc2c3c([nH]c2c1)[C@H](CO)N(C(=O)C1CCCC1)CC31CN(C(=O)c2ccncc2)C1
47. O=C(CCC(C(=O)c1ccccc1)c1ccccc1)c1ccccc1 (stereo not given)
48. CCn1ccnc1C(O)c1ccccc1OC (stereo not given)

Assay by compound	41	42	43	44	45	46	47	48
ERAP1 inh	-2	2	.	5	4	3	-1	.
INS-1E GSIS act	17	10	1	-5	-3	4	.	19
RAD52 anneal inh	7	-12	.	6	-5	3	-15	.
esBAF inh	1	-4	-3	1	.	.	.	1
Xi reactivation	-0.6	0.1	-0.3	0.2	0.0	0.4	0.3	.
RAD54 branch	-5	-2	0	-1	.	.	4	-3
F508del corr	1.9	-0.8	2.0	4.3	1.9	-1.5	-2.1	.
ARNT-TACC3 inh	-1	0	13	17	-3	.	.	-5

49. C[C@H]1CCCCO[C@H](CN(C)Cc2ccccc2)[C@@H](C)CN([C@@H](C)CO)C(=O)c2cc(N(C)C)ccc2O1
50. CCOC(=O)N1CCN(C(=O)C(=O)NNC(=O)COc2ccc(Cl)c(C)c2)CC1
51. O=C(CN1CCN(c2ccccn2)CC1)Nc1ccccc1C(=O)Nc1ccccc1
52. CC(C)NS(=O)(=O)c1cc(C(=O)O)ccc1Cl
53. CC(=O)OC1OCCOC1NC(=S)NCc1ccco1 (stereo not given)
54. CNC[C@H]1Oc2c(cccc2N(C)C)C(=O)N([C@H](C)CO)C[C@H]1C
55. CCc1ccccc1NC(=O)NNC(=O)c1ccc2ccccc2c1O
56. CCOc1cc(C(=O)N/N=C/c2cn(-c3ccccc3)nc2-c2cc3ccccc3o2)cc(OCC)c1OCC

Assay by compound	49	50	51	52	53	54	55	56
ERAP1 inh	0	.	0	3	4	-1	-4	2
INS-1E GSIS act	-9	2	0	.	-6	-1	3	-3
RAD52 anneal inh	18	.	-7	-4	-13	-35	-15	-12
esBAF inh	-4	.	-3	.	-4	-7	2	40
Xi reactivation	-0.1	0.3	-0.1	0.1	0.1	-0.9	1.1	-0.3
RAD54 branch	-3	5	-1	3	6	1	4	.
F508del corr	-0.3	.	0.3	1.1	0.9	0.2	1.1	1.3
ARNT-TACC3 inh	0	-1	12	-6	1	.	.	-15

Brought forward from above: 2 entries, then new ones.
55. CCc1ccccc1NC(=O)NNC(=O)c1ccc2ccccc2c1O
56. CCOc1cc(C(=O)N/N=C/c2cn(-c3ccccc3)nc2-c2cc3ccccc3o2)cc(OCC)c1OCC
57. O=C(OCc1cn(Cc2ccccc2)nn1)c1ccccc1
58. COc1ccc(C#Cc2ccc([C@@H]3[C@@H](CO)N4CCCCN(C(=O)Nc5ccccc5)C[C@H]34)cc2)cc1
59. CCN(CC(=O)Nc1ccc2c(c1)OCCO2)C(=O)/C=C/c1cc(Br)ccc1OC
60. CCCNC(=O)C1(C)CCN(C(=O)c2ccc3ccccc3c2)C1 (stereo not given)

Assay by compound	55	56	57	58	59	60
ERAP1 inh	-4	2	1	0	-2	4
INS-1E GSIS act	3	-3	.	-28	-2	-2
RAD52 anneal inh	-15	-12	-67	-32	-24	-2
esBAF inh	2	40	-5	.	-3	2
Xi reactivation	1.1	-0.3	0.0	0.0	0.2	0.2
RAD54 branch	4	.	5	8	2	0
F508del corr	1.1	1.3	1.3	-2.4	0.2	2.3
ARNT-TACC3 inh	.	-15	-6	20	.	.
